EPAC2 antag – qHTS for Antagonist of cAMP-regulated guanine nucleotide exchange factor 2 (EPAC2): primary screen; EPAC2 GEF exchange of Rap1B-BODIPY-GDP, fluorescence; 0.18% of 360,000 active; Rap guanine nucleotide exchange factor 4 (Homo sapiens), Q8WZA2; Potency, µM (top dose mostly 114 µM), without a hit: at the top dose activity, negative = inhibition, usual class: inhibitors; also: % is scaled to controls: 0 for no effect and ±100 for the full control effect; nearly all actives have a fitted effect of over 45% in size; many of its hits are not listed in these tables
Target sequence (Q8WZA2 whole entry, looked up): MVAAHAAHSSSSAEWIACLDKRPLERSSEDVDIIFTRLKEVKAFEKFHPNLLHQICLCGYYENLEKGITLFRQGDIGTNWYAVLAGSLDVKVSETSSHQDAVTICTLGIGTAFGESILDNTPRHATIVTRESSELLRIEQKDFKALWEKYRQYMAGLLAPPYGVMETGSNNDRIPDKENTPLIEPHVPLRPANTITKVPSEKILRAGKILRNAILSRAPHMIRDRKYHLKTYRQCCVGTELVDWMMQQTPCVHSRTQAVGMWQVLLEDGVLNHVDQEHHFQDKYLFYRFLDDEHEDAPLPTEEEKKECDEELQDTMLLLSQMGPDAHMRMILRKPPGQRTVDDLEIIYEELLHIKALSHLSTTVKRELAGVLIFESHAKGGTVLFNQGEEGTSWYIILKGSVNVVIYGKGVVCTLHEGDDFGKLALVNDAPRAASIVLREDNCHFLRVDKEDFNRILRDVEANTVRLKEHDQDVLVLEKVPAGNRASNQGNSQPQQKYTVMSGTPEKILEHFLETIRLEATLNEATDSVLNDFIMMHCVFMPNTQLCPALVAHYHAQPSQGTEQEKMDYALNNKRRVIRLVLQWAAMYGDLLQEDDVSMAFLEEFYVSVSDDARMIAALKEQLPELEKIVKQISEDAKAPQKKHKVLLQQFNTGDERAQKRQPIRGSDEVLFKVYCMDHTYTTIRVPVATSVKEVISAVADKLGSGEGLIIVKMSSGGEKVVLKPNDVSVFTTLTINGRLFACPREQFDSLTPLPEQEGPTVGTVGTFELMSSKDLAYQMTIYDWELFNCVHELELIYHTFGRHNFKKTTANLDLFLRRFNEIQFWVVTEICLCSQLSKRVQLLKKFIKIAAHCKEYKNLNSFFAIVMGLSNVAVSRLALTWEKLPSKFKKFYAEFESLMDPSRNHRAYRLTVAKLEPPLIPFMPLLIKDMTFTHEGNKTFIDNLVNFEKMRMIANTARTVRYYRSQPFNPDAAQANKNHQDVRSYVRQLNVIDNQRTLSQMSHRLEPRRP
A549 tox – Nrf2 qHTS screen for inhibitors: counterscreen for cytotoxicity | A549 ARE-Fluc cells, CellTiter-Fluor viability, 18-24 h | Potency, µM (titrated, usually from 46 µM), for inactives: at the highest dose activity change, negative = cytotoxicity, most hits filed as inhibitors | 0.16% of 390,000 active; also: % is scaled to controls: 0 for no effect and ±100 for the full control effect
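Cytotoxicity counterscreen: CellTiter-Fluor fluorescence was measured in A549 ARE_Fluc cells after 18-24 h of compound exposure in a concentration series. The subsequent BugLite luminescent read reports ARE-luciferase activity.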
Nrf2 block – Nrf2 qHTS screen for inhibitors; A549 ARE-Fluc reporter, luciferase luminescence, 18-24 h; Potency, µM (top dose mostly 46 µM), without a hit: at the highest dose activity change, negative = inhibition, hits mostly inhibitors; 2.1% of 360,000 active; also: % is scaled to controls: 0 for no effect and ±100 for the full control effect; nearly all actives have a fitted effect of over 60% in size
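Concentration-response testing used A549 ARE_Fluc cells at 5000 cells/well. Following an 18-24 h compound incubation, viability was read by fluorescence (Ex 405/Em 525) and luciferase output by luminescence.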
ATXN2 expr inh – Primary qHTS for Inhibitors of ATXN expression. HEK-293 ATXN2-luciferase reporter, luminescence, 24 h. Potency, µM (titrated, usually from 57 µM), without a hit: at the highest dose activity change, negative = inhibition, actives largely listed as inhibitors. 0.72% of 360,000 active; also: % is scaled to controls: 0 for no effect and ±100 for the full control effect; nearly all actives have a fitted effect of over 55% in size
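ATXN2-luciferase reporter cells (luciferase flanked by upstream and downstream ATXN2 gene portions) were treated 24 h at 37 °C with compounds at up to 57 uM. SteadyGlo luminescence gave expression; GF-AFC fluorescence gave viability.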
Nrf2 ARE act – qHTS of Nrf2 Activators; AREc32 ARE-luciferase reporter (MCF7-derived line), luminescence, 24 h; Potency, µM (titrated, usually from 46.1 µM), without a hit: at the highest dose activation, most hits filed as activators; 0.31% of 410,000 active; AID 624171, 2012; also: % of control where 0% means no effect; nearly all actives have a fitted effect of over 65% in size
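Cells of the AREc32 ARE-luciferase line are plated in OPTI-MEM containing 5% FBS and left overnight at 37 deg C. Compounds are pinned in, incubation continues 24 hr, and firefly luciferase signal is then measured.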
MCF10A rereplic – A quantitative high throughput screen for small molecules that induce DNA re-replication in MCF 10a normal breast cells; MCF 10A DNA re-replication, Hoechst nuclear intensity, 48 h; Potency, µM (doses to about 46.1 µM), inactives show at the highest dose activity, positive = re-replication, hits mostly activators; 2.9% of 350,000 active; AID 624296, 2012; also: % of control where 0% means no effect; nearly all actives have a fitted effect of over 50% in size
S2 tox – Viability Counterscreen for Primary qHTS for Inhibitors of ATXN expression | 0.49% of 400,000 active | AID 651635, 2014 | S2 cells (HEK-293 line with an ATXN2-luciferase reporter) viability, CellTiter-Fluor protease fluorescence, 24 h | Potency, µM (doses to about 56.7 µM), usual class: cytotoxic; also: nearly all actives have a fitted effect of over 40% in size
HepG2 viability – qHTS for Inhibitors of TGF-b: Cytotox Counterscreen | HepG2 CAGA-GFP viability, ATP luminescence, 18 h | 0.76% of 410,000 active | Potency, µM (highest dose often 46.1 µM), for the others: at the top dose activity change, negative = cytotoxicity, hits mostly cytotoxic | AID 588856, 2011; also: some results filed as inactive show a strong effect at the top dose
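CellTiter-Glo luminescence gave cytotoxicity after 18 hours at 37 degrees C. The cells were HepG2 CAGA-GFP in 1% FBS DMEM, stimulated with 500 pg/mL TGF-beta after compound addition. %Activity was normalised to no-cell wells (complete cell-killing) and DMSO (no toxicity), and curves were fitted and classified.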
TGFb inhibitor – qHTS for Inhibitors of TGF-b | Potency, µM (top dose mostly 46.1 µM), without a hit: at the highest dose activity, negative = inhibition, usual class: inhibitors | AID 588855, 2011 | HepG2 CAGA-GFP TGF-b/SMAD3 reporter, GFP fluorescence, 18 h; TGF-beta stimulated, 500 pg/mL final | 1.2% of 410,000 active; also: % is scaled to controls: 0 for no effect and ±100 for the full control effect; nearly all actives have a fitted effect of over 65% in size
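Using HEPG2 CAGA-GFP reporter cells at 1000 cells/well, we pinned test compounds, stimulated with recombinant TGF-beta (500 pg/mL final) and measured total well GFP after 18 h.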
The depositor's hits bear a star; i = inactive; ? = inconclusive; / = no result given; & = joins results of further samples; [ ] = remark or other dose. Calls follow the shape of the dose curve; as a rule, active = well fitted curve in the direction sought with a large enough effect; inconclusive = small, poorly fitted or top-dose-only effect, or another doubt; inactive = no such curve, though single readings can be large; an effect the other way counts as inactive or inconclusive. Potency is read from the fitted curve at half-maximal effect.

#1 Cc1cc2cc(CNC(=O)c3cccc([N+](=O)[O-])c3)ccc2[nH]1
#2 Cc1ccc(-n2nnnc2SCn2nnc3ccccc3c2=O)cc1
#3 CCn1c(CN2CCOCC2)nnc1SCC(=O)Nc1ccc(C(C)=O)cc1
#4 COc1ccc(C2C(=O)N(C3CCCCC3)CC(=O)N2CCc2ccccc2)cc1OC (configuration not stated)
#5 CC1(C)Cc2nc3sc(C(N)=O)c(N)c3cc2CO1
#6 COCCn1nnnc1C(c1cccs1)N1CCN(c2ccccc2)CC1 (configuration not stated)
#7 Cc1ccccc1N1CC2=C(C1=O)C(c1ccccc1)NC(=O)N2C (configuration not stated)
#8 COC(=O)c1c(N2C(=O)Nc3ccccc3N2O)sc2c1CCCC2

compound no.,1,2,3,4,5,6,7,8
EPAC2 antag,4%,-2%,0%,-1%,-3%,16%,10%,-1%
Nrf2 block,-3%,22%,4%,/,2%,-4%,0%,-17%
A549 tox,2%,-8%,-7%,-2%,0%,0%,-14%,0%
HepG2 viability,-3%,4%,22%,-2%,-19%,2%,4%,7%
ATXN2 expr inh,-19%,28%,-25%,-6%,15%,-4%,7%,-14%
MCF10A rereplic,?,-2%,-7%,-6%,3%,10%,-7%,0%
S2 tox,i,i,i,i,i,i,?,i
TGFb inhibitor,8%,-16%,8%,-4%,?,2%,4%,4%
Nrf2 ARE act,0.9%,4.6%,-0.4%,-0.6%,-0.5%,-0.2%,-0.8%,-0.2%

#9 Cc1cnc(C(=O)NC2CC(C)(C)Cc3c2cnn3-c2cccc(F)c2)cn1 (configuration not stated)
#10 C/C(=N\NC(=O)CNC(=O)c1cccs1)c1ccc(Cl)c(Cl)c1
#11 O=C(Nc1cccc(-c2nc3cc(Cl)ccc3o2)c1)c1cc([N+](=O)[O-])ccc1N1CCOCC1
#12 COc1ccc(-n2c(C)csc2=S)cc1
#13 CC(=O)Nc1ccc(NC(=O)C(Cc2ccccc2)NS(=O)(=O)c2ccc3c(c2)oc(=O)n3C)cc1 (configuration not stated)
#14 COC(=O)c1ccccc1S(=O)(=O)N1CCC(C(=O)NCc2ccco2)CC1
#15 CS(=O)(=O)N1c2ccccc2[C@]2([C@@]34C[C@H]5C(=O)N[C@@H](Cc6ccccc6)C(=O)N5[C@@H]3N(S(C)(=O)=O)c3ccccc34)C[C@H]3C(=O)N[C@@H](Cc4ccccc4)C(=O)N3[C@H]12
#16 Cc1ccc2nc(NC(=O)CSc3nc(=O)n(CCCN(C)C)c4c3CCC4)sc2c1

compound no.,9,10,11,12,13,14,15,16
EPAC2 antag,5%,-14%,/,10%,/,1%,11%,79µM*
Nrf2 block,-11%,?,22%,15%,14%,4%,-9%,?
A549 tox,0%,?,-13%,-5%,0%,10%,-2%,-4%
HepG2 viability,-60%,-5%,-2%,4%,-4%,-14%,-1%,-108%
ATXN2 expr inh,0%,-15%,18%,-4%,9%,-5%,4%,?
MCF10A rereplic,-7%,?,/,1%,/,6%,6%,?
S2 tox,i,i,i,i,i,i,i,?
TGFb inhibitor,-13%,-21%,-6%,0%,16%,0%,-20%,?
Nrf2 ARE act,-0.6%,-0.2%,8.2%,-0.5%,0.5%,-0.4%,-0.2%,?

#17 O=C(Nc1ccc(Cl)c(-c2nc3cc(Cl)ccc3o2)c1)c1cc([N+](=O)[O-])ccc1N1CCOCC1
#18 CCOc1ccccc1NC(=O)CSc1ccccc1
#19 Cc1nn(CC(=O)NCc2ccc(OC(C)C)cc2)c(=O)c2cc(-c3ccccc3)nn12
#20 CNc1ccc(Cl)nn1
#21 CN1CCN(CC(=O)Nc2cc(N(C)C)nc3ccccc23)CC1
#22 Cc1cc(C)c2c(CC(=O)Nc3ccccc3C(F)(F)F)coc2c1
#23 Cc1cc2c(cc1S(=O)(=O)CCC(=O)N(C)C1CCCCC1)OCC(=O)N2
#24 O=C(Nc1ccc(CSc2ccccc2)cc1)c1ccco1

compound no.,17,18,19,20,21,22,23,24
EPAC2 antag,/,3%,3%,2%,-1%,/,16%,1%
Nrf2 block,1%,-8%,9%,7%,-26%,-16%,6%&-20%,?
A549 tox,4%,2%,2%,0%,?,-5%,1%&-1%,-1%
HepG2 viability,11%,5%,7%,-3%,5%,-2%,-34%&-2%,-43%
ATXN2 expr inh,-1%,-4%,-1%,4%,?,1%,-13%&8%,16%
MCF10A rereplic,/,40%[0.0737 µM],0%,-8%,17%,/,11%,8%
S2 tox,i,i,i,i,?,i,?,i
TGFb inhibitor,0%,-13%,8%,-3%,10%,1%,1%&7%,?
Nrf2 ARE act,-1.3%,0.0%,-0.2%,-0.1%,1.7%,-1.0%,-0.5%&-1.5%,2.4%

Copied from the list:
entry 17 | Nrf2 ARE act: -1.3%
entry 23 | HepG2 viability: -34%&-2%

Next compounds follow.
#25 O=C(O)c1cccnc1SCc1cccc(Br)c1
#26 CCn1c(O)c(N=NC(=O)c2ccc(CSc3nncn3C)cc2)c2ccccc21
#27 O=C(CN1CCN(S(=O)(=O)c2ccc3ccccc3c2)CC1)N1CCc2ccccc2C1
#28 CCOc1nc(CC)nc(NC(=O)NS(=O)(=O)c2ccccc2Cl)n1
#29 O=C(Nc1ccc(-c2nc3cccnc3s2)cc1)c1ccc(Br)o1
#30 O=C(CC(c1ccccc1)C1CCCCC1=O)c1ccccc1 (configuration not stated)
#31 Cc1noc(C)c1COC(=O)CCCOc1ccc(Cl)cc1Cl
#32 OCC1(CO)COC(CCc2ccccc2)=N1

compound no.,25,26,27,28,29,30,31,32
EPAC2 antag,1%,-6%,-5%,19%,-5%,6%,-6%,7%
Nrf2 block,15%,-17%,-29%,/,0%,-9%,8%,2%
A549 tox,6%,6%,-6%,-1%,-13%,-2%,-1%,-6%
HepG2 viability,-13%,-15%,-1%,-2%,-1%,-15%,-6%,-11%
ATXN2 expr inh,32%,-10%,-12%,0%,1%,-19%,4%,/
MCF10A rereplic,-2%,13%,0%,-2%,21%,27%,-1%[9.22 µM],-11%
S2 tox,i,i,i,i,i,i,i,i
TGFb inhibitor,0%,-21%,?,-4%,-2%,0%,0%,-9%
Nrf2 ARE act,-1.9%,5.1%,-0.7%,-1.0%,5.3%,-0.1%,0.0%,-0.6%

Ordered by number of heavy atoms (rising): part of the list above.
#29 O=C(Nc1ccc(-c2nc3cccnc3s2)cc1)c1ccc(Br)o1
#28 CCOc1nc(CC)nc(NC(=O)NS(=O)(=O)c2ccccc2Cl)n1
#26 CCn1c(O)c(N=NC(=O)c2ccc(CSc3nncn3C)cc2)c2ccccc21
#27 O=C(CN1CCN(S(=O)(=O)c2ccc3ccccc3c2)CC1)N1CCc2ccccc2C1

compound no.,29,28,26,27
EPAC2 antag,-5%,19%,-6%,-5%
Nrf2 block,0%,/,-17%,-29%
A549 tox,-13%,-1%,6%,-6%
HepG2 viability,-1%,-2%,-15%,-1%
ATXN2 expr inh,1%,0%,-10%,-12%
MCF10A rereplic,21%,-2%,13%,0%
S2 tox,i,i,i,i
TGFb inhibitor,-2%,-4%,-21%,?
Nrf2 ARE act,5.3%,-1.0%,5.1%,-0.7%

Other compounds.
#33 CCOC(=O)CSc1nc2ccccc2c(=O)n1-c1cccc(C)c1
#34 O=C(/C(=C/O)N=Nc1ccccc1)c1ccco1
#35 O=C(NCCN1CCOCC1)/C(=C/c1ccc(F)cc1)NC(=O)c1ccccc1
#36 O=C(Cc1ccc(F)cc1)NC(Cc1c[nH]c2ccccc12)C(=O)O (configuration not stated)
#37 O=C(NC(=S)Nc1ncccn1)c1ccc(F)cc1
#38 COc1cccc(-n2ccnc2SCC(=O)Nc2cc(OC)ccc2OC)c1
#39 Cc1ccc(S(=O)(=O)NCC(=O)OC(C)C(=O)NCc2ccc3c(c2)OCO3)cc1 (configuration not stated)
#40 O=C(Nc1cccc(C(F)(F)F)c1)c1ccc(Cn2cc(Br)cn2)o1

compound no.,33,34,35,36,37,38,39,40
EPAC2 antag,/,-7%,8%,3%,0%,-25%,-9%,-7%
Nrf2 block,7%,19%,0%,25%,?,/,-16%,?
A549 tox,-15%,-22%,-1%,12%,-11%,4%,-9%,-15%
HepG2 viability,-14%,-4%,-15%,9%,-6%,0%,1%,-41%
ATXN2 expr inh,-10%,-11%,-19%,31%,62%[activator],0%,-12%,-26%
MCF10A rereplic,/,15µM*,-3%,2%,-5%,?,8%,?
S2 tox,?,?,i,i,i,i,i,i
TGFb inhibitor,?,-12%,5%,-5%,-12%,7%,9%,-12%
Nrf2 ARE act,-1.2%,6.6%,1.2%,-0.4%,10%,1.6%,-0.4%,0.3%

#41 Cc1ccc2cc(CCNC(=O)c3ccc(Br)o3)c(=O)[nH]c2c1
#42 CCOCCn1c(CN2CCc3ccccc3C2)nc2c1c(=O)n(C)c(=O)n2C
#43 COc1ccc(-c2csc(N3C(=O)C4C5c6ccccc6C(c6ccccc65)[C@@H]4C3=O)n2)cc1 (some centres not stated)
#44 CCCn1cnnc1CNC(=O)[C@H]1O[C@@H](n2ccc(=O)[nH]c2=O)[C@H](O)[C@@H]1O
#45 CCN1CCN(C(=O)c2cc(COc3ccc4ncccc4c3)on2)CC1
#46 c1ccc(-c2nc(-c3nccc4ccccc34)oc2-c2ccccc2)cc1
#47 O=C(NCc1cccnc1)C1CC(c2ccc(Cl)c(Cl)c2)=NO1 (configuration not stated)
#48 CN(C(=O)c1ccncc1)C1CCCN(Cc2ccccc2F)C1 (configuration not stated)

compound no.,41,42,43,44,45,46,47,48
EPAC2 antag,2%,-6%,18%,26%,5%,-1%,5%,1%
Nrf2 block,11%,-17%,4%,/,21µM*,?,4%,6%
A549 tox,7%,2%,-2%,/,-12%,26%,-1%,-6%
HepG2 viability,4%,-23%,10%,-30%,13%,-16%,-21%,-1%
ATXN2 expr inh,-6%,8%,-3%,-15%,-24%,/,/,3%
MCF10A rereplic,3%,6%,2%,/,13%,?,9.2µM*,-2%
S2 tox,i,i,?,i,i,i,i,i
TGFb inhibitor,2%,10%,-9%,-17%,9%,?,-23%,3%
Nrf2 ARE act,1.7%,-0.3%,-0.2%,-0.9%,0.1%,8.0%,-0.1%,-0.2%

Not all compounds are listed; the hit share may differ from the screen's.
